Bioassay records (PubChem BioAssay)
GluA2 TARP mod – modulators of GluA2-stargazin AMPA receptor complexes, primary screen, cell-based, membrane potential dye; AID 1259245, 2017; HEK293 GluA2+stargazin, membrane potential dye (FDSS), glutamate EC50; hits were called plate by plate, in both directions; 40,000 compounds, 3.5% hits; Voltage-dependent calcium channel gamma-2 subunit (Mus musculus) + Glutamate receptor 2 …; calls only at 30 µM;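 active = any of four per-well response measures lying three or more SD from its plate-wide compound average, in either direction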
Target sequence (O88602 whole entry, looked up): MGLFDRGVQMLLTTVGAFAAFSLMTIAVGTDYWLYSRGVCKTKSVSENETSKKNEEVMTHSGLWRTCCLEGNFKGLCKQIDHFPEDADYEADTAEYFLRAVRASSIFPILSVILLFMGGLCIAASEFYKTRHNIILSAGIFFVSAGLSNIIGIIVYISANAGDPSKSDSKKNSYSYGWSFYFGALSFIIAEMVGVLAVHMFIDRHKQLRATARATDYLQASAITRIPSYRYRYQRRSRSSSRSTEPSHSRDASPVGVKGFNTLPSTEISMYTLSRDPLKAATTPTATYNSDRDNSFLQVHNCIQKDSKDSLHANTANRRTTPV
Target sequence (P19491 whole entry, looked up): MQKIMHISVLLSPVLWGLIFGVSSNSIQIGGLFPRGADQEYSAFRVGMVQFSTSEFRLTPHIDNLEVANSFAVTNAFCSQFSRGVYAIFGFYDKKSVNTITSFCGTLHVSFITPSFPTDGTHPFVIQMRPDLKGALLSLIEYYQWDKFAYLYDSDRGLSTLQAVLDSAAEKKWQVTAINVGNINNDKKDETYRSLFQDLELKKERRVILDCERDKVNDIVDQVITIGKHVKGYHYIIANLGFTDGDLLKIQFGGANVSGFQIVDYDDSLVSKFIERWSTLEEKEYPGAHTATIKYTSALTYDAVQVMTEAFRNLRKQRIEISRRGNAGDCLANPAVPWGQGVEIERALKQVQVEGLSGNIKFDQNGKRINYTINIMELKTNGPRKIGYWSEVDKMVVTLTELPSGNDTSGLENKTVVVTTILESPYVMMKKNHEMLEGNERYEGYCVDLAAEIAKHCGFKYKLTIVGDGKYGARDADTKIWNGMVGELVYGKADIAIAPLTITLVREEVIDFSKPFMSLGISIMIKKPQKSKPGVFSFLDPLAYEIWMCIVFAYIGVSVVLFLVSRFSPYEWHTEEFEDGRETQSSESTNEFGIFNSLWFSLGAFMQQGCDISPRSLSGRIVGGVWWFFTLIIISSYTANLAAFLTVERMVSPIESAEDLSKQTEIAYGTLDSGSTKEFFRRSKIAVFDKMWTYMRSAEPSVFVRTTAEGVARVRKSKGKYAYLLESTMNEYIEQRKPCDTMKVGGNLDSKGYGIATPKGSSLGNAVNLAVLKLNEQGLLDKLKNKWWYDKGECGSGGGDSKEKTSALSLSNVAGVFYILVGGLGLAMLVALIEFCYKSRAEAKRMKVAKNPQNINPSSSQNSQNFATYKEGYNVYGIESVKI
GluA2 TARP mod agonism max-min – also measured in GluA2 TARP mod; calls as there; compound max-min signal; compound-alone response (agonism);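 unitless range of fluorescence divided by baseline over first 100 seconds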
GluA2 TARP mod glutamate slope – further read-out of GluA2 TARP mod, marked with its call; glutamate slope, % of max; measured here: glutamate response slope, % max;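 scaled per plate between vehicle wells and maximal 1 mM glutamate control wells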
An asterisk follows results filed as active; i = inactive; + = active, no number.

SMILES | GluA2 TARP mod | GluA2 TARP mod agonism max-min | GluA2 TARP mod glutamate slope
CC(CN1CCCCC1)C(=O)O (centres undefined) | i | 0.029 | 28
CS(=O)(=O)N1CCC(CNC(=O)c2nc3ccccc3s2)CC1 | i | 0.039 | 37
CC1CCN(S(=O)(=O)c2ccc(-c3nc(C#N)c(NCCCn4ccnc4)o3)cc2)CC1 | i | 0.18 | 77
Cc1ccc(Nc2nc(C(=O)N3CCN(S(C)(=O)=O)CC3)cs2)c(C)c1 | i | 0.1 | 58
CC1=C(C(=O)Nc2ccccc2F)C(c2ccccc2Cl)NC(=S)N1 (centres undefined) | i | 0.023 | 50
COCCn1c(=O)c2c(nc(-n3nc(C)c(C)c3C)n2Cc2ccccc2F)n(C)c1=O | i | 0.048 | 42
COc1cc(NS(=O)(=O)c2cccs2)ccc1N1CCCCC1=O | i | 0.052 | 51
COc1cc(C(=O)NCC(C)(O)c2ccc(-c3ccccc3)cc2)cc(OC)c1OC (centres undefined) | i | 0.14 | 55
O=C(CSc1ccc(NC(=O)c2ccco2)nn1)NCCc1ccccc1 | i | 0.081 | 35
CN1CCN(n2c3c(c(SCC(N)=O)nc2=O)CCC3)CC1 | i | 0.18 | 52
CCCN1CCCc2cc(CCNC(=O)C(=O)Nc3cccc(C)c3)ccc21 | i | 0.094 | -9
COc1ccccc1N(Cc1cc2cc(C)ccc2[nH]c1=O)C(C)=O | i | 0.055 | 6
COc1ccc(-c2cc(CC(=O)NCCN3CCOCC3)no2)cc1OC | i | 0.053 | 38
COCC(=O)N1CCCc2ccc(NC(=O)c3ccc4nsnc4c3)cc21 | i | 0.16 | 60
Cc1cc(C)cc(OCC(O)CN2C(C)CCCC2C)c1 (centres undefined) | i | 0.04 | 52

Profiles as entered above. Order of values: GluA2 TARP mod | GluA2 TARP mod agonism max-min | GluA2 TARP mod glutamate slope
CCCN1CCCc2cc(CCNC(=O)C(=O)Nc3cccc(C)c3)ccc21 is listed with i | 0.094 | -9
COc1cc(C(=O)NCC(C)(O)c2ccc(-c3ccccc3)cc2)cc(OC)c1OC (centres undefined) is listed with i | 0.14 | 55

The list goes on:
SMILES | GluA2 TARP mod | GluA2 TARP mod agonism max-min | GluA2 TARP mod glutamate slope
NC(=O)c1c(NC(=O)CCCS(=O)(=O)c2ccc(Cl)cc2)sc2c1CCCC2 | i | 0.11 | 53
Cc1onc(-c2ccccc2Cl)c1C(=O)Nc1ccc(CC(N)=O)cc1 | i | 0.05 | 45
O=C(Nc1cccc(C(F)(F)F)c1)N1CCC2(CC1)NC(=O)N(Cc1ccccc1)C2=O | + | 0.15* | 27*
CC(C)C(=O)N1CCc2ccc(NS(=O)(=O)c3cccnc3)cc2C1 | i | 0.075 | 51
COc1ccc(C)cc1S(=O)(=O)N1CCN(c2cc(-n3ccnc3C)ncn2)CC1 | i | 0.098 | 60
COc1ccc(C)cc1S(=O)(=O)NCC1CCN(C(=O)c2cccnc2SC)CC1 | i | 0.068 | 49
CC1CN(C(=O)c2ccco2)c2ccccc2NC1=O (centres undefined) | i | 0.094 | 63
CN(C)CCNC(=O)C(=O)Nc1ccc(F)c([N+](=O)[O-])c1 | i | 0.11 | 61
CCOC(=O)N1CCN(CC(O)COc2ccc(OC)cc2C(C)(C)C)CC1 (centres undefined) | i | 0.051 | 61
COc1ccc(-c2noc(CSc3nc4ccsc4c(=O)n3Cc3ccccc3)n2)cc1 | i | 0.087 | 77
CN1CCN(CC(O)COc2cccc3ccccc23)CC1 (centres undefined) | i | 0.049 | 58
O=C(NCC(O)Cc1ccccc1)C(=O)NCC(F)(F)F (centres undefined) | i | 0.095 | 48
CCC(=O)c1ccc(OC(=O)N2CCCCC2)cc1 | i | 0.1 | 69
COc1cc(S(=O)(=O)Nc2cccnc2)c(OC)cc1C | i | 0.099 | 57
CC(C)c1cc(=O)n(CC(=O)Nc2nc3c(s2)CCCC3)cn1 | i | 0.1 | 63

Single entries from the list:
In GluA2 TARP mod glutamate slope, CCC(=O)c1ccc(OC(=O)N2CCCCC2)cc1 is entered as 69
In GluA2 TARP mod glutamate slope, O=C(NCC(O)Cc1ccccc1)C(=O)NCC(F)(F)F (centres undefined) is entered as 48

Next part
SMILES | GluA2 TARP mod | GluA2 TARP mod agonism max-min | GluA2 TARP mod glutamate slope
CC(=O)Nc1ccc(Nc2cc(C)nc3c(-c4ccccc4Cl)cnn23)cc1 | i | 0.11 | 63
O=C(NCCOc1ccc(F)cc1)NC1CCCCC1 | i | 0.13 | 34
CCOc1ccc(S(=O)(=O)NCC2COC3(CCCCC3)O2)cc1 (centres undefined) | i | 0.1 | 79
CCCc1ccc(S(=O)(=O)Nc2ccc3nncn3n2)cc1 | i | 0.073 | 53
CCN(CC)CCN1C(=O)C(=O)/C(=C(/O)c2ccc(C)cc2)C1c1ccccn1 (centres undefined) | i | 0.12 | 55
O=C(Cn1nc(S(=O)(=O)c2ccccc2)ccc1=O)Nc1ccc2c(c1)OCO2 | i | 0.1 | 57
O=C(Cc1ccc(Cl)cc1)Nc1cccc(N2CCCS2(=O)=O)c1 | i | 0.076 | 45
O=S(=O)(c1ccccc1)N1CCN(CC(O)COc2ccc3c(c2)CCC3)CC1 (centres undefined) | i | 0.047 | 46
O=C(Nc1nc(CCC(=O)N2CCN(c3cccc(C(F)(F)F)c3)CC2)cs1)c1ccccc1 | i | 0.12 | 64
Cc1c(C(=O)N2CCN(c3ncnc4c3nnn4-c3cccc(F)c3)CC2)cccc1[N+](=O)[O-] | i | 0.12 | 57
CC(C)OCC(O)CN1CCCCC1 (centres undefined) | i | 0.055 | 50
COc1ccc(-c2noc(-c3c(SC)nn(CC(=O)Nc4cccc(SC)c4)c3N)n2)cc1 | i | 0.18 | 52
COc1ccc(Cl)cc1NC(=O)C(=O)NCC(O)c1ccsc1 (centres undefined) | i | 0.16 | 42
CCNc1cc(C)nc(NCCNC(=O)Nc2cc(Cl)ccc2OC)n1 | i | 0.1 | 71
Cn1nc(-c2cccc(NC(=O)c3cccc4ccccc34)c2)ccc1=O | i | 0.051 | 68
CCc1ccc(NC(=O)C(=O)NCCc2ccc3c(c2)CCCN3CC)cc1 | i | 0.08 | 6
COc1ccc(CC(=O)NCC(c2cccs2)N2CCOCC2)cc1OC (centres undefined) | i | 0.061 | 48
O=C(Cn1cnc2ccccc2c1=O)Nc1onc2c1CSC2 | i | 0.1 | 52
COc1nn(C)cc1C(=O)NCC1CCN(S(C)(=O)=O)CC1 | i | 0.088 | 51
O=C(NCc1ccsc1)c1cc2ccccc2oc1=O | i | 0.095 | 55
CCOc1ccc(-c2cc(-c3nc(-c4ccc(OC)cc4)no3)[nH]n2)cc1 | i | 0.11 | 49
CCOc1cccc2sc(N(Cc3ccccn3)C(=O)c3ccn(C)n3)nc12 | i | 0.075 | 54
O=C(Nc1cccc(N2CCCC2=O)c1)c1c(F)cccc1F | i | 0.098 | 36
Cn1c(-c2ccccc2)nn(CCNC(=O)c2cccs2)c1=O | i | 0.13 | 48
COc1ccc(CNC(=O)Cn2nc(C(=O)N3CCN(C)CC3)cc2C)cc1 | i | 0.1 | 68
COC(=O)C12CC3CC(CC(NC(=O)Cn4cnc5ccccc54)(C3)C1)C2 | i | 0.1 | 55
CCC(=O)Nc1sc2c(c1-c1nc3ccccc3s1)CCN(Cc1ccccc1)C2 | i | 0.068 | 28
CSc1ccccc1NC(=O)C(=O)NCCn1ccnc1C | i | 0.11 | 55
O=C(NCc1cccs1)c1coc(NC(=O)c2ccco2)n1 | + | 0.21* | 60*
COc1cccc(-c2ccc(=O)n(CCCC(=O)Nc3c(C)cccc3C)n2)c1 | i | 0.028 | 31
CCOc1ccc(-c2noc(C3CCN(S(=O)(=O)c4ccc(C)cc4)CC3)n2)cc1 | i | 0.093 | 49
COc1cc(C(=O)Nc2ccc(N3CCCCC3=O)c(OC)c2)c([N+](=O)[O-])cc1OC | i | 0.08 | 64
O=C(Nc1ccc(SCc2ccc(C(F)(F)F)cc2)nn1)c1ccco1 | i | 0.09 | 44
CC(=O)Nc1ccc(NC(=O)Cc2csc(Nc3cccc(Cl)c3)n2)cc1 | i | 0.17 | 65
Cc1csc(C(=O)NCC2CCN(C(=O)c3ccccc3F)CC2)c1 | i | 0.036 | 52
O=C(NCC1CCN(Cc2ccccc2)CC1)C(=O)Nc1ccc(F)cc1F | i | 0.064 | 54
COc1cccc(CNC(=O)C(=O)NCC2OCCCN2S(=O)(=O)c2c(C)cc(C)cc2C)c1 (centres undefined) | i | 0.091 | 61
Cc1ccc(NC(=O)Nc2ccc3c(c2)CC(=O)N3)cc1 | i | 0.088 | 54
COc1ccc(C)cc1NC(=O)CSc1ccc(NC(=O)c2ccccc2)nn1 | i | 0.049 | 49
CC(C(=O)Nc1ccc(F)c([N+](=O)[O-])c1)N1C(=O)c2ccccc2S1(=O)=O (centres undefined) | i | 0.1 | 60
CCCS(=O)(=O)N1CCN=C1SCc1ccc(F)cc1 | i | 0.075 | 41
CC(=O)C(Sc1nc2nc(C)cc(C)n2n1)C(C)=O | i | 0.11 | 67
CC1CCCN(S(=O)(=O)c2ccc(Cl)cc2)C1 (centres undefined) | i | 0.07 | 61
COc1cc(OC)cc(C(=O)NCCN2CCN(c3ccccc3F)CC2)c1 | i | 0.11 | 80
O=C(CCN1CCCC1)N1N=C(c2cccs2)CC1c1cccs1 (centres undefined) | i | 0.067 | 45
O=C(NCC1CCN(C(=O)/C=C/c2ccco2)CC1)C(=O)Nc1ccc(C(F)(F)F)cc1 | i | 0.12 | 64
COc1cc(C(C)=O)ccc1OCC(O)CN1CCN(c2ccccc2Cl)CC1 (centres undefined) | i | 0.11 | 69
CCc1c(C#N)c(SCCC(=O)Nc2ccc(OC)cc2)nc2c1C(=O)CC(C)(C)C2 | i | 0.075 | 60
C=C(C)CN1CCN(c2cc(C)nc3c(-c4ccccc4)c(CC)nn23)CC1 | i | 0.11 | 51
CCOC(=O)N1CCN(c2nnnc3c2cnn3-c2ccccc2)CC1 | i | 0.14 | 53
Cc1ccc(F)cc1NC(=O)CSc1ncc(S(=O)(=O)c2ccc(Cl)s2)c(N)n1 | i | 0.16 | 52
O=c1cc(-c2ccc3c(c2)OCCO3)oc2cc(Cl)ccc12 | i | 0.075 | 28
COc1ccc(-c2noc(Cn3ccn4nc(-c5cccs5)cc4c3=O)n2)cc1 | i | 0.1 | 65
CCSc1nnc(NC(=O)Cn2nc(-c3ccncc3)ccc2=O)s1 | i | 0.051 | 52
Cc1cc(OCC(=O)NCCc2ccccc2)ccc1C(C)C | i | 0.057 | 70
COc1cc(NC(=O)Cn2cnc(C(C)C)cc2=O)cc(OC)c1 | i | 0.098 | 58
Cc1ccc2nc(NC(=O)CSc3nnc(-c4ccc(=O)n(C)c4)n3C)sc2c1 | i | 0.074 | 60
CC(O)CCC(=O)NCCc1nc2ccccc2n1Cc1ccccc1F (centres undefined) | i | 0.075 | 69
O=C(Nc1ccc2c(c1)CN(C(=O)c1cccs1)CC2)Nc1cccs1 | i | 0.084 | 59
Cc1noc(C)c1S(=O)(=O)N1CCN(c2ccc(Nc3cccnc3)nn2)CC1 | i | 0.33 | 39

Structural class, those above containing a Cl atom
SMILES | GluA2 TARP mod | GluA2 TARP mod agonism max-min | GluA2 TARP mod glutamate slope
CC1=C(C(=O)Nc2ccccc2F)C(c2ccccc2Cl)NC(=S)N1 (centres undefined) | i | 0.023 | 50
NC(=O)c1c(NC(=O)CCCS(=O)(=O)c2ccc(Cl)cc2)sc2c1CCCC2 | i | 0.11 | 53
Cc1onc(-c2ccccc2Cl)c1C(=O)Nc1ccc(CC(N)=O)cc1 | i | 0.05 | 45
CC(=O)Nc1ccc(Nc2cc(C)nc3c(-c4ccccc4Cl)cnn23)cc1 | i | 0.11 | 63
O=C(Cc1ccc(Cl)cc1)Nc1cccc(N2CCCS2(=O)=O)c1 | i | 0.076 | 45
COc1ccc(Cl)cc1NC(=O)C(=O)NCC(O)c1ccsc1 (centres undefined) | i | 0.16 | 42
CCNc1cc(C)nc(NCCNC(=O)Nc2cc(Cl)ccc2OC)n1 | i | 0.1 | 71
CC(=O)Nc1ccc(NC(=O)Cc2csc(Nc3cccc(Cl)c3)n2)cc1 | i | 0.17 | 65
CC1CCCN(S(=O)(=O)c2ccc(Cl)cc2)C1 (centres undefined) | i | 0.07 | 61
COc1cc(C(C)=O)ccc1OCC(O)CN1CCN(c2ccccc2Cl)CC1 (centres undefined) | i | 0.11 | 69
Cc1ccc(F)cc1NC(=O)CSc1ncc(S(=O)(=O)c2ccc(Cl)s2)c(N)n1 | i | 0.16 | 52
O=c1cc(-c2ccc3c(c2)OCCO3)oc2cc(Cl)ccc12 | i | 0.075 | 28

Next part
SMILES | GluA2 TARP mod | GluA2 TARP mod agonism max-min | GluA2 TARP mod glutamate slope
COc1ccc(CCNC(=O)C(=O)NCc2ccccc2Cl)cc1OC | i | 0.11 | 65
Cc1ccsc1C(O)CNC(=O)CCSc1ccccc1 (centres undefined) | i | 0.093 | 52
NC(=O)C1Cc2ccccc2N1C(=O)c1ccccc1S(=O)(=O)C(F)F (centres undefined) | i | 0.043 | 28
Cc1c(-c2ccc(Br)cc2)c(=O)oc2cc(O)ccc12 | i | 0.071 | 57
Cc1nnsc1C(=O)N1CCC(CNC(=O)C2(c3ccccc3)CCOCC2)CC1 | i | 0.045 | 30
Cc1ccc(NC(=O)C(=O)NCC2CCN(C(=O)c3cccnc3)CC2)cc1Cl | i | 0.08 | 63
CC(C)S(=O)(=O)c1ccc(CC(=O)NCC2(c3cccs3)CCOCC2)cc1 | i | 0.11 | 43
CCn1nccc1C(=O)Nc1nccs1 | i | 0.12 | 65
O=C(Nc1nc2ncccc2cc1-c1ccccc1)C1CCCC1 | i | 0.048 | 35

Some of the compounds tested; the hit share may differ from the screen's.
